Assay outcomes as filed in PubChem.
M5 antag = antagonists of human muscarinic M5 receptor (CHRM5); P08912; actives 0.59% (n = 360,000); inhibition, % at 3 µM; CHO-hM5 cells, Fluo-8 calcium fluorescence, ACh EC80;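 active = inhibition above a per-plate cutoff, the mean of that plate's test compounds plus 3 SD, cut at about 27% in these data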;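 note: 0% = acetylcholine EC80 with DMSO and 100% = DMSO without agonist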
Target sequence (P08912 whole entry, looked up): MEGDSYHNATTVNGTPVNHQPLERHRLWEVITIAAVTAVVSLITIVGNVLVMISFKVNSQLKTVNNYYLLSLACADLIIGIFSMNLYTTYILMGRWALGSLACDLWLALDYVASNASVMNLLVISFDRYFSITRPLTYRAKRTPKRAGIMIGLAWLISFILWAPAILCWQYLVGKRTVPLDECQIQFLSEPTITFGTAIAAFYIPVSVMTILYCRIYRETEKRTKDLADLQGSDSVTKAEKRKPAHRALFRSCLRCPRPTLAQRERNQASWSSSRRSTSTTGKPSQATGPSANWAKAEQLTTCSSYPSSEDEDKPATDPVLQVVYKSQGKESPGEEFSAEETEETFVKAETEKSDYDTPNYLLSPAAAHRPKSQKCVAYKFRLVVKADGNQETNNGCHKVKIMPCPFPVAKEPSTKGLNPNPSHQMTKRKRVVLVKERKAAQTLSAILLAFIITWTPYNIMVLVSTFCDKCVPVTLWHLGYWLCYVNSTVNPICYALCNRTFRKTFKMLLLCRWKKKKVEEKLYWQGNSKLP
M1 ag = activates human CHRM1 receptor. P11229. CHO-K1 hM1, Fluo-8 calcium fluorescence, agonist mode; 0% DMSO, 100% acetylcholine EC100. activation, % at 3 µM. actives 0.33% (n = 360,000). AID 588814;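 active = activation above the run's mean compound activation plus 3 SD, cut at about 16% in these data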;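 note: peak over basal fluorescence ratio within a 140 s kinetic read after compound addition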
M1 PAM = human CHRM1 positive allosteric modulation; P11229; CHO-K1 hM1, Fluo-8 calcium fluorescence, ACh EC20; 0% = ACh EC20, 100% = maximal ACh; activation, % at 3 µM; actives 0.088% (n = 360,000); in the data active = activation above about 19%, passing the limit was not always enough
M4 antag = blocks acetylcholine activation of human M4 receptor; inhibition, % at 3 µM; P08173; actives 0.73% (n = 360,000); AID 624125; CHO-hM4 cells, ACh EC80, Fluo-8 calcium fluorescence;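 active = inhibition above its plate's cutoff, the mean inhibition of sample wells plus 3 SD, cut at about 27% in these data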;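 note: 0% = acetylcholine EC80 with DMSO and 100% = DMSO without agonist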
Target sequence (P08173 whole entry, looked up): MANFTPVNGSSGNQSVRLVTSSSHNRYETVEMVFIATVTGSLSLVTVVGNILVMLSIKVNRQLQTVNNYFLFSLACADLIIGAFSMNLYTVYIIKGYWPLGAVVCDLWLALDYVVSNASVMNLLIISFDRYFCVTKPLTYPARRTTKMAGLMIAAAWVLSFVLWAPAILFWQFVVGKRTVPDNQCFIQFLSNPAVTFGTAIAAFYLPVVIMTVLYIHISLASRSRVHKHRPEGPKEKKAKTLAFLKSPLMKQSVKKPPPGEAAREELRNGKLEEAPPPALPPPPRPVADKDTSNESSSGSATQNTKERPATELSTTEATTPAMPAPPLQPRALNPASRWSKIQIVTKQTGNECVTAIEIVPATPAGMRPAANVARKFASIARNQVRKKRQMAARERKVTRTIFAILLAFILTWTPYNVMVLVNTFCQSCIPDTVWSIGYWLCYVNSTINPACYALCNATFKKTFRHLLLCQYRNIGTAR
M5 PAM = CHRM5 positive allosteric modulation. P08912. CHO-K1 hM5, Fluo-8 calcium, ACh EC20 PAM; 0% = ACh EC20, 100% = ACh EC100. activation, % at 3 µM. actives 0.3% (n = 360,000);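 active = activation above the run cutoff, the mean activation of all test compounds plus 3 SD, cut at about 18% in these data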
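Probe or stimulus: acetylcholine, EC20 level; Assay system: human M5 receptor in CHO-K1 cells; Schedule: compound preincubation 140 s before EC20 acetylcholine addition; Technique: intracellular calcium via Fluo-8 fluorescence; Dosing: single-point, 3 µM nominal; Read-out basis: percent activation from peak-over-basal fluorescence ratio, scaled EC20-to-EC100 acetylcholine; Repeats: one well per compound, no replicates.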
TAAR1 ag = human TAAR1 agonism. Q96RJ0. CHO RD-HGA16 TAAR1, Fluo-8 calcium fluorescence; vehicle wells 0%, saturating PEA agonist 100%. activation, % at 3 µM. actives 0.99% (n = 360,000). AID 624467;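 active = activation above the mean activation of all test compounds in the run plus 3 SD, cut at about 38% in these data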
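Repeats: no replicates (n 1) | Material: CHO-derived RD-HGA16 cells with stable Gα16 and human TAAR1 | Technique: Kinetic Fluo-8 calcium fluorescence | Schedule: 17-24 h seeding, 75 min 37 °C dye, 30 min RT | Evaluation: % activation from peak over basal fluorescence ratio, DMSO-to-PEA scaled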
CHRM5 agonist = agonists of human muscarinic M5 receptor (CHRM5). CHO-K1 hM5 cells, Fluo-8 calcium fluorescence; 0% DMSO wells, 100% maximal acetylcholine response. activation, % at 3 µM. actives 0.19% (n = 360,000). AID 624037;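 active = activation above the run's mean over test compounds plus 3 SD, cut at about 23% in these data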;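 note: signal is peak over basal fluorescence ratio across the kinetic read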
CHRM4 agonist = CHRM4 agonism in calcium assay; P08173; CHO-K1 hM4/Gqi5, Fluo-8 calcium fluorescence; vehicle 0%, full acetylcholine response 100%; activation, % at 3 µM; actives 0.14% (n = 360,000); AID 624127;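 active = activation above the run mean over all test wells plus 3 SD, cut at about 32% in these data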;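 note: peak over basal fluorescence ratio per well then scaled between controls; 0% = DMSO wells and 100% = acetylcholine at EC100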
M1 antag = blocks human M1 muscarinic receptor | inhibition, % at 3 µM | P11229 | AID 588852 | actives 1.3% (n = 360,000) | CHO-K1 hM1, Fluo-8 calcium fluorescence, ACh EC80 antagonist;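 active = percent inhibition above its own plate's cutoff, namely the mean of that plate's compound wells plus 3 SD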;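 note: peak over basal fluorescence ratio during 140 s after agonist addition; 0% = ACh EC80 plus DMSO and 100% = DMSO alone without agonist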
Numbers without * were called inactive; · = no result given.

SMILES | M5 antag | M1 ag | M1 PAM | M4 antag | M5 PAM | TAAR1 ag | CHRM5 agonist | CHRM4 agonist | M1 antag
Cc1ccc2nc(NC(=O)c3ccc(NS(=O)(=O)c4cccs4)cc3)sc2c1 | -2 | -4 | 1 | 1 | -3 | 3 | 2 | 1 | 0
O=c1c2cnn(-c3ccc(F)cc3)c2ncn1Cc1ccc(F)cc1 | 5 | 1 | 2 | -2 | -10 | -1 | 1 | 1 | -4
Oc1sc(C=Nc2ccccc2)c2ccccc12 | -7 | 6 | 2 | -3 | -13 | 37 | -5 | 1 | 0
C[C@H]1CN([C@@H](C)CO)S(=O)(=O)c2ccc(Br)cc2O[C@H]1CN(C)C(=O)c1cccnc1 | 10 | -4 | -6 | 4 | -9 | 1 | 1 | 0 | 9
COc1ccc(S(=O)(=O)N2CCOC2CNC(=O)C(=O)NCCCN2CCOCC2)cc1 (stereo unspecified) | 5 | -5 | -5 | 1 | -2 | 1 | -4 | 1 | 15
COc1ccc(C(=O)Nc2ccc(NC(=O)C3CC3)cn2)cc1 | -9 | -5 | -2 | 4 | 4 | 9 | -2 | 6 | -3
COC(=O)CSc1nc2sc(C)c(C)c2c(=O)n1C | 0 | -2 | -4 | -6 | 0 | 3 | 0 | 1 | 13
O=C(O)CC1(CC(=O)Nc2cccc(C(=O)O)c2)CCCC1 | 3 | -1 | 13 | 3 | 4 | 3 | -2 | 0 | -13
COc1ccccc1CNC(=O)C/C(C)=N/NC(=O)Cc1ccccc1 | 1 | -3 | 2 | 0 | 0 | 17 | -2 | -1 | -7
CCCc1cc(=O)[nH]c(SCc2nc3ccccc3s2)n1 | 7 | -3 | 7 | -2 | -4 | 2 | 2 | -2 | -6
COc1ccc(CC(=O)OCC(=O)N2c3ccccc3CC2C)cc1OC (stereo unspecified) | -2 | 0 | 7 | -3 | 5 | 1 | 4 | 4 | -11
Cc1cc(=O)[nH]c(SCC(=O)Nc2cccc(S(=O)(=O)N3CCOCC3)c2)n1 | 7 | -5 | 12 | 4 | 1 | 5 | 3 | 1 | -7
Cc1cccc(Cl)c1NC(=O)N1CCN(c2ccnc3cc(Cl)ccc23)CC1 | 5 | 1 | -13 | 2 | -17 | 9 | -1 | 16 | 26
COc1ccc(Oc2ccc(-c3ccn[nH]3)cc2)cc1 | 20 | 1 | -13 | 12 | -22 | 7 | 0 | 25 | 29
Cc1cc(=O)n2[nH]c(NCc3ccccc3F)nc2n1 | 0 | -6 | 5 | 1 | 6 | -1 | -3 | 1 | 4
O=C(NNC(=O)c1ccc(Br)o1)c1ccc(NS(=O)(=O)c2cccs2)cc1 | 7 | -3 | 10 | -5 | 7 | -1 | 2 | 1 | -14
CN(Cc1ccccc1)C(=O)c1[nH]cnc1C(=O)Nc1ccccc1 | 12 | -4 | -13 | 2 | -1 | 16 | 0 | 0 | 25
CC(=O)Nc1cc(-c2ccc(F)cc2)cn2c(-c3ccc(S(C)(=O)=O)cc3)cnc12 | 5 | -3 | -3 | 1 | -7 | 2 | 2 | 5 | 0
CN(Cc1ccccc1)C(=O)[C@@H]1CCCN1C(=O)[C@@H]1CCCN1C(=O)c1cccs1 | -8 | · | · | -3 | 4 | -1 | 0 | 1 | ·
O=C(C1CC1)N1CCN(c2ccnc3cc(Cl)ccc23)CC1 | 12 | -8 | -10 | -2 | -12 | 1 | -1 | 9 | 2
O=C(O)c1ccc(OCc2cn3ccccc3n2)cc1 | 2 | -2 | 9 | -4 | 6 | -1 | 0 | 1 | -16
O=C(Cc1ccc(Cl)cc1)Nc1ccc(-c2cc3ccccc3oc2=O)c(Cl)c1 | 2 | -3 | -8 | 4 | -2 | 2 | 0 | 1 | 9
COc1ccc(NC(=O)CCN2CCOCC2)c(OC)c1 | 3 | -5 | 7 | 4 | 7 | 4 | 2 | 0 | -3
O=C(O)c1ccc(-c2ccccc2Cl)o1 | -9 | -3 | 4 | -3 | -8 | 9 | -6 | 1 | -2
CCOC(=O)Cn1c(=O)c2c(nc3n2CCS3)n(C)c1=O | 8 | -2 | 8 | 6 | -2 | 1 | -4 | 0 | -4

2 consecutive entries out of the list so far, quoted:
SMILES | M5 antag | M1 ag | M1 PAM | M4 antag | M5 PAM | TAAR1 ag | CHRM5 agonist | CHRM4 agonist | M1 antag
O=C(NNC(=O)c1ccc(Br)o1)c1ccc(NS(=O)(=O)c2cccs2)cc1 | 7 | -3 | 10 | -5 | 7 | -1 | 2 | 1 | -14
CN(Cc1ccccc1)C(=O)c1[nH]cnc1C(=O)Nc1ccccc1 | 12 | -4 | -13 | 2 | -1 | 16 | 0 | 0 | 25

Continuation.
SMILES | M5 antag | M1 ag | M1 PAM | M4 antag | M5 PAM | TAAR1 ag | CHRM5 agonist | CHRM4 agonist | M1 antag
O=C(Cc1cccc(C(F)(F)F)c1)Nc1ccccc1 | 1 | -10 | -5 | 0 | 3 | 5 | -1 | 2 | 1
O=C(O)c1c(-c2ccccc2)oc2ccc(O)cc12 | 15 | -6 | -1 | 2 | -3 | 7 | -2 | 1 | 4
Cc1ccccc1-c1noc(C(C)NC(=O)c2ccco2)n1 (stereo unspecified) | 6 | -3 | 0 | -1 | -1 | -1 | -1 | 2 | -1
CCOC(=O)[C@]12CCC=C1N(Cc1ccc(Cl)cc1Cl)C(=O)[C@H](CC(=O)N1CCN(C(=O)c3ccco3)CC1)C2 | 3 | · | · | 7 | -3 | -2 | 0 | 1 | ·
CCCc1nc(N)c(C#N)c(-c2cccnc2)c1CC | 2 | -8 | 16 | -4 | 5 | 1 | -1 | 1 | -18
CC(=O)Nc1cc(ON=C(C)C)cc([N+](=O)[O-])c1 | -4 | -2 | 0 | -4 | 12 | 0 | 1 | 1 | -2
COc1ccccc1Cc1c(-c2ccco2)nc2c(C)cc(Br)cn12 | 0 | 2 | 12 | 14 | 8 | · | 5 | 3 | -13
N#CC1=C2SCC(O)(c3ccccc3)N2C(=O)CC1c1ccccc1F (stereo unspecified) | -2 | -1 | 5 | 4 | -1 | 8 | -9 | 7 | -9
COc1ccc2nc(C)cc(Nc3ccc(N4CCOCC4)cc3)c2c1 | 6 | -13 | -8 | 4 | -7 | 2 | -4 | -1 | 16
NC(=O)CSc1oc(-c2ccc(F)cc2)nc1S(=O)(=O)c1ccccc1 | -3 | -1 | 0 | -6 | -1 | 10 | -4 | 2 | -4
Cc1cc(C)c(NC(=O)c2ccc3c(c2)NC(=O)C(C)S3)c(C)c1 (stereo unspecified) | 9 | 0 | 0 | 3 | -11 | 4 | 5 | 5 | 11
Cc1cnc(NC(=O)CSc2nnc(CNc3ccc(F)cc3)n2CC2CCCO2)s1 (stereo unspecified) | 3 | -1 | 7 | -2 | -1 | 4 | 0 | 2 | -9
CN(C)S(=O)(=O)Nc1cccc(Br)c1 | 1 | -1 | 4 | -20 | 3 | -1 | 1 | 0 | -5
Cc1ccc(Nc2c(-c3ccc(N4CCOCC4)cc3)nc3ncccn23)cc1 | 4 | 2 | 5 | -14 | -1 | 4 | 2 | 2 | -3
CN1C(=O)c2ccccc2Sc2ccc(C(=O)O)cc21 | -6 | 0 | 9 | -7 | -3 | 1 | -2 | 1 | -11
Cc1ccc(-c2cc(C(F)F)nc(NCc3cccs3)n2)cc1 | -4 | -7 | 3 | -8 | 3 | 11 | 0 | -1 | -7
CSc1ccccc1OCc1cc(C(=O)NC(C)CCn2cccn2)no1 (stereo unspecified) | -8 | -3 | 11 | -15 | 11 | 1 | -2 | 5 | -10
O=C(COc1ccc(F)cc1Cl)N1CCN(C(=O)c2cccs2)CC1 | -1 | -2 | 3 | -9 | 1 | 5 | 1 | 2 | -4
COc1ccc(C2(c3ccc(OC)cc3)NC(=O)N(CC(=O)NC3(C#N)CCCCC3)C2=O)cc1 | 7 | -3 | -3 | 5 | 6 | 0 | 0 | 0 | 22
OCC1(Cc2cccc(Cl)c2)CCCN(Cc2cn[nH]c2C2CCCCC2)C1 (stereo unspecified) | -7 | -4 | 7 | -7 | 6 | -1 | 4 | 2 | -13
O=C(COC(=O)Cc1ccc(Br)cc1)NCc1cccs1 | 12 | 0 | 17 | -1 | 5 | 1 | -3 | 2 | -17
Cn1cnnc1SCC(=O)Nc1ccc(F)cc1F | -10 | 2 | 11 | -2 | -6 | 4 | -4 | 4 | 13
O=C(Nc1cccc(Oc2ccc(C(=O)O)c(C(=O)O)c2)c1)c1ccc(-c2ccccc2)cc1 | -3 | 1 | 22 | -10 | 6 | 5 | 5 | 0 | -16
Cc1c(Cc2ccccc2)c(=O)oc2c(C)c(OCC(=O)NCc3ccccn3)ccc12 | 6 | -2 | 9 | -6 | -4 | 2 | -4 | 2 | -5
CCCS(=O)(=O)N1CCC(C(=O)NCc2ccco2)CC1 | -3 | -1 | 11 | 6 | 8 | 3 | 0 | 0 | -15

An excerpt from above in order of molecular weight, ascending:
SMILES | M5 antag | M1 ag | M1 PAM | M4 antag | M5 PAM | TAAR1 ag | CHRM5 agonist | CHRM4 agonist | M1 antag
CN(Cc1ccccc1)C(=O)c1[nH]cnc1C(=O)Nc1ccccc1 | 12 | -4 | -13 | 2 | -1 | 16 | 0 | 0 | 25
COc1ccc(CC(=O)OCC(=O)N2c3ccccc3CC2C)cc1OC (stereo unspecified) | -2 | 0 | 7 | -3 | 5 | 1 | 4 | 4 | -11
CSc1ccccc1OCc1cc(C(=O)NC(C)CCn2cccn2)no1 (stereo unspecified) | -8 | -3 | 11 | -15 | 11 | 1 | -2 | 5 | -10
NC(=O)CSc1oc(-c2ccc(F)cc2)nc1S(=O)(=O)c1ccccc1 | -3 | -1 | 0 | -6 | -1 | 10 | -4 | 2 | -4

Going on with the list.
SMILES | M5 antag | M1 ag | M1 PAM | M4 antag | M5 PAM | TAAR1 ag | CHRM5 agonist | CHRM4 agonist | M1 antag
COc1cccc(NC(=O)N2CCCC2C(=O)NCc2ccco2)c1 (stereo unspecified) | -3 | 3 | 20 | -7 | 4 | -1 | -1 | 3 | -14
C[C@H](CO)N1C[C@H](C)[C@@H](CN(C)C(=O)Nc2ccc3c(c2)OCO3)Oc2ccc(NC(=O)CCC(F)(F)F)cc2C1=O | 9 | -2 | 7 | -6 | 6 | 1 | -4 | 1 | -14
NC(=O)[C@@H]1CCOc2c(F)cc([N+](=O)[O-])cc2C(=O)N[C@@H](CO)C(=O)NCC(=O)N1 | 16 | -1 | 11 | 1 | 0 | 4 | 0 | 0 | -10
COc1ccc(-c2nn(-c3ccccc3)cc2CN2CCCO2)c(F)c1 | 24 | -4 | -7 | 5 | -21 | 7 | 4 | 17 | 14
Cc1cccc2cc(CN(Cc3cccs3)C(=S)NCC3CCCO3)c(=O)[nH]c12 (stereo unspecified) | 4 | -7 | -2 | -4 | -9 | 7 | 0 | 8 | 1
Cc1noc(/C=C/c2ccco2)c1S(=O)(=O)N1CCC(C(=O)N2c3ccccc3CC2C)CC1 (stereo unspecified) | 5 | -2 | -2 | 10 | -6 | 3 | -1 | -1 | 15
COc1ccc(OC)c(CN2CCN(C(=O)c3ccco3)CC2)c1 | 11 | -4 | 11 | -11 | -2 | 5 | 0 | 1 | -7

Not all compounds are listed. The share of hits here may be higher or lower than overall.
